# Source: PubChem BioAssay (several laboratories)
# PKA-R2B act: activates the human PKA-R2B holoenzyme complex | P22694+P31323 | activation, % at 11.4 µM | PKA-R2B holoenzyme dissociation, Cy5-IP20 fluorescence polarization; R2B truncated from residue 108, S112A mutant; 0% DMSO only, 100% 113 µM cGMP | 340,000 tested, 0.079% active;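 active means activation above a cutoff set at the mean over all compounds plus 3 SD, cut at about 18% in these data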;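 further: higher means more holoenzyme dissociation and a rise in polarization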
# Target sequence (P31323 whole entry, looked up, other chains not shown, the tested form may be a part): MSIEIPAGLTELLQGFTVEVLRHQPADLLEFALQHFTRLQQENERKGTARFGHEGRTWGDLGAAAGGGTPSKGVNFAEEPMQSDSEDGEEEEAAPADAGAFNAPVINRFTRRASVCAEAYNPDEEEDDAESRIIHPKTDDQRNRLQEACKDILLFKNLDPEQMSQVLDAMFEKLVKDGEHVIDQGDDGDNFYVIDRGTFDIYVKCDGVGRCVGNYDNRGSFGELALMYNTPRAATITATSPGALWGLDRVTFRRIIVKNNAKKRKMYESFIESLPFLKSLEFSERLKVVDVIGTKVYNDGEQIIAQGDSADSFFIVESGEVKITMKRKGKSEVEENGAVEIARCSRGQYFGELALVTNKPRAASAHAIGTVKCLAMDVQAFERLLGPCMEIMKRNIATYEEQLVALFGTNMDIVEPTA
# Cardiac RTF inh: cardiac RTF calcium desensitization | P19429+P45379 | IANBD-labeled cardiac RTF, Ca2+ fluorescence | inhibition, % at 7.15 µM | 340,000 tested, 0.12% active | AID 493244;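 active means inhibition above the mean inhibition of all tested compounds plus 3 SD, cut at about 17% in these data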;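 further: assay run at fixed EC70 calcium of 1.6 mM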
# LANA DNA inh: KSHV C-LANA DNA binding inhibition; MBP-C-LANA/FAM-LBS DNA binding, fluorescence polarization; inhibition, % at 9 µM; 340,000 tested, 0.078% active;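 active means highest replicate inhibition at or above 60% at 9 µM, even if other replicates fall short; inactive means all replicates below 60% inhibition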;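 further: 0% = neutral control wells and 100% = 4 µM acridine orange control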
# SR-BI DiI-HDL act: enhances SR-BI lipid uptake from DiI-HDL; 320,000 tested, 0.096% active; activation, % at 12.5 µM; AID 504775; CHO ldlA[mSR-BI] cells, DiI-HDL uptake fluorescence, 3 h; 100 = double the neutral-control signal;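 active means mean replicate activation of at least 60% and every replicate at or above 60%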;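 further: 0% = median plate neutral-control signal and 100% = twice that signal; values of inactives mirror those of a sister screen read the other way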
#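 system = CHO ldlA[mSR-BI] cells, LDL receptor-null, SR-BI overexpressing | medium = Ham's F12 with 0.5% BSA, HEPES 25 mM, pH 7.4 | probe or stimulus = DiI-HDL 10 µg/mL | compound dosing = single-point compound dose | incubation = compound exposure 3 h, 37 °C | technique = DiI fluorescence, bottom read | read-out = cell-associated DiI fluorescence as measure of HDL uptake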
# Keap1-Nrf2 PPI: disrupts human Keap1 binding to Nrf2 peptide. inhibition, % at 9.4 µM. Keap1 Kelch-Nrf2 peptide fluorescence polarization, 1536-well. 340,000 tested, 0.15% active. Q14145; in the data active means inhibition above about 12%;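 further: human Keap1 Kelch domain with fluorescein labeled Nrf2 9mer peptide probe; 0% = neutral control wells and 100% = peptide positive control; higher means more block of Keap1 binding to Nrf2 peptide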
# Rtt109 Vps75: inhibitors of Candida albicans Rtt109/Vps75 histone acetyltransferase; Q5AAJ8; purified Rtt109/Vps75, ThioGlo CoA-SH fluorescence, 4 h; inhibition, % at 34.9 µM; 330,000 tested, 0.16% active; AID 540336;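 active means inhibition of at least 50% in every replicate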
# RTF Ca sens act: cardiac RTF calcium sensitization; IANBD-labeled TnC RTF fluorescence at EC20 calcium; 0% EC20 calcium, 100% full calcium; activation, % at 7.2 µM; 340,000 tested, 0.24% active;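 active means activation above the mean over all tested compounds plus 3 SD, cut at about 30% in these data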;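 further: rise in fluorescence read as greater calcium sensitivity of cardiac thin filaments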
# CAL PDZ FP-1: blocks peptide binding to human CAL PDZ domain | AID 504414 | purified CAL PDZ, TMR-peptide fluorescence polarization, 1 h | 330,000 tested, 0.02% active | Q9HD26 | inhibition, % at 20 µM;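 active means highest replicate inhibition of at least 40%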;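 further: plate controls were DMSO neutral control wells for no effect and unlabeled competitor peptide control wells for full effect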
#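 Read-out basis: mP drop reported as inhibition | Assay system: Tagged CAL PDZ protein CerCALP, purified | Benchmarks: Unlabelled peptide for full inhibition, DMSO wells as neutral | Schedule: 1 h incubation at room temperature before polarization reading | Buffer or medium: Sodium phosphate/NaCl buffer pH 7.4 with TCEP, IgG, Thesit | Doses: Single point, 20 µM | Measured by: Fluorescence polarization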
# DAGLB inh: blocks human DAGLB lipase activity; Q8NCG7; HEK293T DAGLB membrane lysate, EnzChek fluorogenic substrate; inhibition, % at 5.17 µM; 340,000 tested, 0.059% active; in the data active means inhibition above about 34%;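 further: 0% = enzyme with vehicle and 100% = wells lacking enzyme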
# Target sequence (Q8NCG7 whole entry, looked up): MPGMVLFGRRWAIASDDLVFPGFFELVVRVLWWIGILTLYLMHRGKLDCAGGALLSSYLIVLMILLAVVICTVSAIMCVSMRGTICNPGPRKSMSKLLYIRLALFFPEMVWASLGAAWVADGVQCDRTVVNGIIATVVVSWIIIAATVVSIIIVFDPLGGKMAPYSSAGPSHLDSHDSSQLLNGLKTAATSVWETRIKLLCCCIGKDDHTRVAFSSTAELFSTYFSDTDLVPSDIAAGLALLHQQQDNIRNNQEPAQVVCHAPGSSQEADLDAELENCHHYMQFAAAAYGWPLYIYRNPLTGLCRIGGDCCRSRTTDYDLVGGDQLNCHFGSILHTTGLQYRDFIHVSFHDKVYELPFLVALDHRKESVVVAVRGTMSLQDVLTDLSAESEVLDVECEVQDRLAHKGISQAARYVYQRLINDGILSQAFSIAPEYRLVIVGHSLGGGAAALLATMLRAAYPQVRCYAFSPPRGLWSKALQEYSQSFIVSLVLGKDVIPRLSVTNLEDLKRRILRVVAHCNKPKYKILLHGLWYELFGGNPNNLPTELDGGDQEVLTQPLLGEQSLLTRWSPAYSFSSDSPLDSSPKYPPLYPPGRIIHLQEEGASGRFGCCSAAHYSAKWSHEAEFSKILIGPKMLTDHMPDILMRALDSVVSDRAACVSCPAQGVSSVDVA
# CAL PDZ FP-2: blocks peptide binding to the human CAL PDZ domain. 300,000 tested, 0.92% active. purified CAL PDZ, TMR-peptide fluorescence polarization, 1 h. AID 602252. inhibition, % at 24.9 µM. Q9HD26;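 active means mean inhibition of at least 30% with at least half of replicates also reaching 30%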;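 further: 0% = DMSO neutral control and 100% = excess unlabeled competitor peptide PRC23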
# * hit, by the source's call; / = not tested or not shown.
Structure	PKA-R2B act	Cardiac RTF inh	LANA DNA inh	SR-BI DiI-HDL act	Keap1-Nrf2 PPI	Rtt109 Vps75	RTF Ca sens act	CAL PDZ FP-1	DAGLB inh	CAL PDZ FP-2
Cc1cc2c(cc1S(=O)(=O)N1CCN(c3cccc(C)c3C)CC1)OCCN2C	-7.5	-2.3	-0.9	15.7	-2.6	4.2	0.2	-0.5	-2.6	/
CCOC(=O)CC1C(=O)NCCN1Cc1ccc(OC)c(OC)c1 (stereo unspecified)	3.7	7.5	-0.7	28.7	-1.9	-0.6	-3.7	-0.5	-0.6	-7.7
COc1ccc(-c2cc(C)no2)cc1S(=O)(=O)Nc1ccc(NC(C)=O)cc1	7.4	2.3	-0.8	-5.0	-3.5	9.9	-0.2	-0.5	1.7	2.8
Cc1nc(S/C(=C/c2ccc(-c3ccc(Cl)cc3)o2)C(=O)O)n[nH]1	-1.4	5.2	-3.5	25.9	1.4	8.2	-1.1	0.7	4.8	-7.0
O=C(NC1CCCCC1)c1ccc(CS(=O)(=O)c2ccc(Cl)cc2)o1	-4.9	-2.8	-1.2	2.0	1.5	-9.0	-5.4	-1.0	0.9	4.3
CC(CC(=O)N1CCc2ccccc21)c1ccccc1 (stereo unspecified)	-3.0	-1.3	-1.6	-4.9	0.2	-3.6	4.0	-1.4	-7.9	/
C=CCNc1nc(Cl)nc(Nc2ccc(OC)cc2)n1	-3.2	-0.5	-3.0	-0.3	1.1	-7.9	2.5	/	-1.9	-0.9
Cc1cc(C)n2nc(C(=O)OCC(=O)N3C(C)CCCC3C)nc2n1 (stereo unspecified)	11.4	7.0	0.8	22.2	-6.5	2.4	4.6	0.4	-1.4	-0.2
O=C(CSC1=Nc2ccccc2C2=NC(Cc3c[nH]c4ccccc34)C(=O)N12)NC1CCCCC1 (stereo unspecified)	3.2	-6.2	1.3	16.6	1.5	/	-2.3	-3.3	-1.3	-4.6
Cc1[nH]c2ccccc2c1N=Nc1ccccc1F	-12.7	1.1	-0.6	-34.9	-2.6	24.2	3.5	0.4	6.4	/
CC(=O)n1cc(/C=N/NC(=O)c2ccccc2Cl)c2ccccc21	-4.1	-2.6	0.9	-40.7	3.1	-2.5	-1.8	-1.2	-1.0	68.2*
Cn1c(SCC(=O)c2cccs2)nnc1-c1ccco1	8.4	-17.7	0.1	7.0	-1.5	2.7	-1.1	0.6	2.4	0.6
Cc1nc2cc(NCc3ccc(Cl)cc3)ccc2n1C	6.2	-8.2	-1.0	/	-11.0	4.6	5.4	-3.5	0.9	5.7
COc1ccc(C(=O)NCC2CCCO2)cc1OC (stereo unspecified)	3.3	-3.1	-0.3	/	2.0	-2.1	-2.9	0.1	-1.3	/
Nc1nc(-c2ccc3c(c2)NC(=O)CO3)cs1	-7.0	-13.8	-0.6	-25.1	-3.1	14.8	-1.3	-0.6	1.9	-3.1
CC(C)C(NC(=O)c1ccc(Cl)cc1Cl)C(=O)N1CCN(S(=O)(=O)c2ccccc2)CC1 (stereo unspecified)	4.3	-4.3	-6.9	-10.4	0.1	-1.6	1.5	-4.9	0.7	10.9
Cn1c(Cc2csc(N)n2)nnc1SC/C=C/c1ccccc1	-7.7	-6.2	2.0	-25.4	1.0	22.8	0.3	-1.1	-0.7	-6.1
Cn1c(=O)[nH]c(=O)c2c1nc(N)n2Cc1ccccc1	-2.6	-12.6	-0.2	28.0	-0.6	-2.9	-1.3	-1.1	-1.8	-0.8
C#CCOCCOCCOCCNc1nc(N2CCN(C(=O)Cn3cc(CCCN=C(N)N)nn3)CC2)nc(N2CCN(C(=O)Cn3cc(CC(C)O)nn3)CC2)n1 (stereo unspecified)	-11.0	2.1	-0.8	10.2	-3.2	-3.2	-6.8	0.3	-1.5	-0.4
CCOCCCn1c(=S)[nH]c2cc(C(=O)N3CCN(C4CCCCC4)CC3)ccc2c1=O	-9.1	-3.6	0.8	7.1	-0.9	5.9	-4.2	-1.8	2.2	-2.8
CCc1cccc(CC)c1NC(=O)COC(=O)/C(C#N)=C/c1ccc(OC)cc1	2.7	-8.9	-1.2	-6.5	-3.9	-1.8	3.1	-0.3	2.3	-3.3
Cc1ccc(NC(=O)CCc2c(C)nc3ncnn3c2C)nc1	-12.4	-2.9	0.0	19.6	1.1	0.5	-0.3	-0.2	-1.3	0.4
Cc1oc(-c2ccc(Cl)cc2)nc1CS(=O)CC(=O)NCc1ccco1 (stereo unspecified)	-1.4	6.0	-2.1	-6.0	-0.9	-2.1	-0.4	-2.5	1.3	-1.3
COCCNS(=O)(=O)c1ccc(SC)cc1	1.9	-15.4	-2.4	9.6	2.4	-9.8	-7.1	-0.9	3.3	0.8
CCc1ccc(OC2=NS(=O)(=O)c3ccccc32)cc1	0.4	-5.3	-0.3	6.2	-7.1	7.1	4.4	-0.4	-0.1	/
COc1cccc(/C=N/NC(=O)c2nc(-c3ccccc3)cc(-c3ccccc3)n2)c1	-12.2	7.1	0.2	-80.7	0.7	-6.8	-2.7	-3.9	-3.6	-7.6
CC(C)(C)c1ccccc1NC(=O)NC1CCN(Cc2c(F)cccc2Cl)CC1	/	/	10.1	-4.3	20.9*	1.4	/	-1.8	/	/
CC/C(=N\NC(=O)c1ccc(CN(C)S(=O)(=O)c2ccc(C)cc2)cc1)c1ccc(OC(F)F)cc1	-3.6	-12.8	0.6	-79.8	-1.3	-6.3	-4.2	-0.8	-2.1	-0.3
CC1CCCC(C)N1C(=O)COC(=O)c1ccc2c(c1)OCO2 (stereo unspecified)	-10.8	4.3	-0.9	17.0	-6.0	15.0	-4.1	-1.7	3.4	1.6
O=C(CSC1=NC(=O)C(Cc2ccccc2)C(=O)N1)Nc1ncc(Br)cc1Br (stereo unspecified)	6.4	-8.1	0.5	2.8	-2.3	2.7	2.1	-0.1	-1.0	2.6
O=C(NCCCN1CCOCC1)c1ccc(NS(=O)(=O)c2ccccc2)cc1	1.2	-2.0	0.0	23.2	1.9	-2.0	-1.0	-1.0	-0.9	3.0
CCOC(=O)c1cnc2cc(C)ccn2c1=O	1.5	-42.8	-0.6	-9.1	-0.6	-11.0	2.0	0.3	-0.6	/
CC(=O)N1CCN(CC(c2ccccc2)c2ccccc2)CC1	5.2	-5.8	-0.8	7.7	-1.5	-3.8	-2.1	0.8	-0.5	/
CC(CCc1ccccc1)NC(=O)CN(C)Cc1ccc(F)cc1 (stereo unspecified)	-0.3	-5.7	-0.4	11.4	0.1	-3.6	-4.0	0.0	-0.9	-12.1
COc1cccc(OC)c1NC(=O)CN(C)S(=O)(=O)c1ccc2c(c1)OCCO2	-9.8	-2.4	0.7	/	-0.7	0.3	-2.6	-3.1	-2.6	-2.7
O=C(NCc1ccccc1)c1c(O)c2ccccc2[nH]c1=O	-2.5	-4.2	-0.1	-5.3	4.8	4.8	-1.8	6.1	-0.5	-4.1
O=c1[nH]ncc(N2CCCCC2)c1Cl	-12.4	-9.0	0.2	15.0	1.7	4.5	1.4	0.2	-2.1	-1.2
O=C(NCC(c1cccs1)N1CCOCC1)c1cc(-c2ccc(F)cc2)nc2ccccc12 (stereo unspecified)	-4.0	10.7	0.5	-84.0	-5.3	3.4	5.1	-2.7	-2.7	-3.3
O=S(=O)(c1cc(F)ccc1F)N1CCN2CCCC2C1 (stereo unspecified)	-5.6	-6.9	2.2	13.3	1.3	2.2	2.6	-0.2	1.9	/
Cc1ccc(S(=O)(=O)N(C)c2c(C)ccc(S(=O)(=O)Nc3ccncc3)c2C)cc1	-5.0	7.1	-2.0	-13.9	-1.6	-1.3	0.4	-1.2	-1.2	-4.0
O=C(NCCc1cccs1)C1CC(c2ccccc2[N+](=O)[O-])=NO1 (stereo unspecified)	-0.4	-6.9	0.4	-17.9	3.2	0.6	5.5	-0.8	-0.5	-1.0
Cc1ccc(SC(C)C(=O)NCC(C)C)cc1 (stereo unspecified)	-10.9	-0.6	-0.1	-10.7	-1.6	/	3.1	-2.8	-4.7	-3.6
O=C(CSc1nnc(COc2ccc(Br)cc2)o1)N1CCOCC1	8.8	-6.8	0.9	9.4	2.0	-2.2	-2.5	-3.6	0.7	-1.4
O=C1C2CCCN2C(=O)N1CCCCN1CCN(c2ccccc2)CC1 (stereo unspecified)	-5.5	-1.0	-0.5	38.1	2.2	0.1	-4.5	-0.1	-0.1	3.3
CCOC(=O)Cc1cc(=O)[nH]c(Nc2nc3ccccc3o2)n1	8.4	-0.6	-0.5	31.9	-2.2	-8.0	-3.6	-1.3	3.8	-4.4

# Entries above that contain bromine (two):
Structure	PKA-R2B act	Cardiac RTF inh	LANA DNA inh	SR-BI DiI-HDL act	Keap1-Nrf2 PPI	Rtt109 Vps75	RTF Ca sens act	CAL PDZ FP-1	DAGLB inh	CAL PDZ FP-2
O=C(CSC1=NC(=O)C(Cc2ccccc2)C(=O)N1)Nc1ncc(Br)cc1Br (stereo unspecified)	6.4	-8.1	0.5	2.8	-2.3	2.7	2.1	-0.1	-1.0	2.6
O=C(CSc1nnc(COc2ccc(Br)cc2)o1)N1CCOCC1	8.8	-6.8	0.9	9.4	2.0	-2.2	-2.5	-3.6	0.7	-1.4

# More entries.
Structure	PKA-R2B act	Cardiac RTF inh	LANA DNA inh	SR-BI DiI-HDL act	Keap1-Nrf2 PPI	Rtt109 Vps75	RTF Ca sens act	CAL PDZ FP-1	DAGLB inh	CAL PDZ FP-2
CCCCN1C(=O)C(O)(CC(=O)c2ccccc2OC)c2ccccc21 (stereo unspecified)	6.6	-3.0	0.3	-3.8	7.2	10.9	-4.4	-1.3	-4.7	-4.9
CN(c1ccc(OCC(=O)NC2CCCC2)cc1)S(=O)(=O)c1cccs1	1.2	-1.5	-0.4	-1.8	1.5	17.4	-3.0	-0.9	-0.6	-4.4
CCN(C[C@H]1N[C@@](Cc2ccccc2)(C(=O)OC)[C@H]2C(=O)N(Cc3ccccc3)C(=O)[C@@H]12)C(=O)Nc1ccc(Cl)cc1	-5.6	-0.8	-1.9	-6.1	-5.5	0.9	1.1	0.1	-0.7	-1.3
COc1ccccc1OCCCc1c(C)n[nH]c1C	0.2	-1.8	-0.3	-8.8	-1.7	3.4	5.4	0.8	0.2	/
CCc1cc2c(=O)[nH]c(Cc3ccc(Cl)cc3)nc2s1	-0.2	-10.3	-0.2	-6.8	0.8	-0.9	-1.6	-0.9	-2.3	/
Cc1ccc(O)c(NC(=O)C2CC(c3ccc(F)cc3)=NO2)c1 (stereo unspecified)	-4.9	0.5	0.0	0.1	-3.9	-3.9	-4.0	-0.8	-0.7	-3.0

# This is a random part of the collection. Share with any hit: about 1.6%.
